Bioassay records as filed in PubChem.
TrxR1 inh = inhibitors of rat thioredoxin reductase 1. actives 1% (n = 390,000). Potency, µM (top dose mostly 114 µM), for inactives: top-dose activity change, negative = inhibition, most hits filed as inhibitors. recombinant rTrxR1, NADPH fluorescence consumption, selenite substrate; further: on the % scale 0 is the no-effect control and ±100 the full control effect; nearly all actives have a fitted effect of over 65% in size
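Rat TrxR1 (90 nM in the dispensed reagent) was pre-reduced with 400 uM NADPH for 5 min at room temperature, then incubated with compound for 15 min. After 400 uM selenite was added, NADPH fluorescence (Ex 340/Em 450 nm) was followed for 8 min.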
RGS4 inh = inhibitors of human regulator of G protein signaling 4 | P49798 | Transcreener GDP fluorescence polarization, RGS4-accelerated GTP hydrolysis | Potency, µM (highest dose often 114 µM), for the others: top-dose activity change, negative = inhibition, usual class: inhibitors | actives 0.039% (n = 390,000) | AID 504845; further: on the % scale 0 is the no-effect control and ±100 the full control effect; nearly all actives have a fitted effect of over 75% in size; some results filed as inactive show a strong effect at the top dose
Target sequence (P49798 whole entry, looked up): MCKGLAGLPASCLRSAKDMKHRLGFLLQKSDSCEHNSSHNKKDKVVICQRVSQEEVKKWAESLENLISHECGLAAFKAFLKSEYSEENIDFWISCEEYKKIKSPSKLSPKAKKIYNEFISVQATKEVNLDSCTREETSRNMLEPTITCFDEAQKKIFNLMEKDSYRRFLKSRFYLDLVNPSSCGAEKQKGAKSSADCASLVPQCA
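MLSMR compounds (23 nl, pin-transferred) preincubated 10 min at room temperature with a 500nM (2x) first reagent, then RGS4 at 900nM (2x) plus Transcreener GDP mix added; fluorescence polarization (620/688 nm) read before and after 90 min at 30 °C.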
HP1b chromo inh = HP1-beta chromodomain-methylated histone interaction inhibition; Potency, µM (top dose mostly 114 µM), for the others: at the top dose activity change, negative = inhibition, usual class: inhibitors; P83916; AlphaScreen HP1-beta / biotin-H3K9me3 peptide binding; AID 540317; actives 0.56% (n = 390,000); further: nearly all actives have a fitted effect of over 70% in size; inactives centre near 23
Target sequence (P83916 whole entry, looked up): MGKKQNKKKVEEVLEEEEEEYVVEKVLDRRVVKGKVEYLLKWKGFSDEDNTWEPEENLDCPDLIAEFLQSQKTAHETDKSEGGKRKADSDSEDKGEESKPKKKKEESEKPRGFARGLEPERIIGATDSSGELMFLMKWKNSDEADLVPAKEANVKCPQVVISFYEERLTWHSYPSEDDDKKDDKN
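Compound inhibition of the preformed complex between 50 nM HP1-beta and 50 nM biotinylated H3K9me3 peptide was read by AlphaScreen. Buffer was PBS pH 7.4 with 0.01% Tween-20. Incubations ran 30 min at room temperature, with 10 ug/mL donor/acceptor beads.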
Pin1 inh = inhibitors of human Pin1. Q13526. AID 504891. actives 0.009% (n = 390,000). Pin1 FP peptide displacement, HiFluor488, 10 min. Potency, µM (titrated, usually from 115 µM), without a hit: top-dose activity, negative = inhibition, actives largely listed as inhibitors; active means well fitted inhibition curve with a large enough effect in the polarisation, with a control signal flat, not every such curve was filed as active; inconclusive means small, poorly fitted or top-dose-only effect, or effect the other way, or a change in a side signal; inactive means no such curve, though single readings can be large or run the other way; the % refers to the polarisation; further: on the % scale 0 is the no-effect control and ±100 the full control effect
Target sequence (Q13526 whole entry, looked up): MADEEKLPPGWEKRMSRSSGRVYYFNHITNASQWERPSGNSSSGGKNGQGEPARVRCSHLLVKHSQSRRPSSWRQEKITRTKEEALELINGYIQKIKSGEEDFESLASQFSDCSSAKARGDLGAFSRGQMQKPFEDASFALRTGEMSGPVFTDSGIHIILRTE
ERG Ets-DNA blk = ERG Ets/DNA interaction inhibition; actives 0.028% (n = 370,000); fluorescence polarization, His-ERG Ets domain / labelled DNA; Potency, µM (doses to about 76.9 µM), without a hit: at the highest dose FP activity, negative = inhibition, most hits filed as inhibitors; P11308; AID 624246; active means well fitted inhibition curve with a large enough effect in the polarisation, with a control signal flat; inconclusive means small, poorly fitted or top-dose-only effect, or effect the other way, or a change in a side signal; inactive means no such curve, though single readings can be large or run the other way; the % refers to the polarisation;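 further: polarization taken with two DNA probes labelled with fluorescein and Texas red; % of control where 0% means no effect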
Target sequence (P11308 whole entry, looked up, the tested form may be a part): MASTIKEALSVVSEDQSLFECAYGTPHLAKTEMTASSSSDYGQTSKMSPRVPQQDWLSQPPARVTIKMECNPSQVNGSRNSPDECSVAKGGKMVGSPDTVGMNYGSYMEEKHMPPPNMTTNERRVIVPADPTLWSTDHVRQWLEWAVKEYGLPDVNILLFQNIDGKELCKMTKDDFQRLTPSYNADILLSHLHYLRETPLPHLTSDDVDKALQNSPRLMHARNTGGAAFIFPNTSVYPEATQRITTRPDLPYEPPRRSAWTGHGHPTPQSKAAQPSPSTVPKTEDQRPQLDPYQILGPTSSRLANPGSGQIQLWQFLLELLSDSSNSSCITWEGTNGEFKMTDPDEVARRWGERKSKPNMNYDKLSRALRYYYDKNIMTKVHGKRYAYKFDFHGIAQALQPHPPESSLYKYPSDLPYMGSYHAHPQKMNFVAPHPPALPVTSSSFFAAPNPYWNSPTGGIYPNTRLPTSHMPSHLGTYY
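His-tagged ERG Ets domain (1 uM in the protein solution; 300mM KCl, 50mM Tris-HCl, 1mM EDTA, 1mM DTT, pH 7.5) received compound, then a probe mix of 5 nM fluorescein-DNA and 100nM Texas-615-DNA. Fluorescence polarization was read for both dyes.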
JMJD2A Tudor = inhibitors of human JMJD2A Tudor domain. AlphaScreen JMJD2A-Tudor / H3K4me3 peptide binding. Potency, µM (titrated, usually from 114 µM), for the others: at the highest dose activity change, negative = inhibition, usual class: inhibitors. actives 4.4% (n = 390,000). O75164; further: on the % scale 0 is the no-effect control and ±100 the full control effect; nearly all actives have a fitted effect of over 50% in size
ALOX12 inh = inhibitors of human 12S-lipoxygenase ALOX12; P18054; purified 12hLO, xylenol orange hydroperoxide absorbance; Potency, µM (top dose mostly 108 µM), inactives show at the top dose activity change, negative = inhibition, usual class: inhibitors; actives 1.1% (n = 580,000); further: on the % scale 0 is the no-effect control and ±100 the full control effect
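Purified human 12hLO (150 nM final) in 25 mM Hepes, 0.01% Triton X-100, pH 7.0 was preincubated 15 min at room temperature with compound. Then 40 uM arachidonic acid was added, 30 min. Hydroperoxide was read by Fe-XO absorbance ratio 573/405 nm.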
GLS inh = blocks human kidney-isoform glutaminase activity; AID 624170; O94925; actives 0.21% (n = 410,000); GLS enzymatic activity, qHTS titration; Potency, µM (top dose mostly 45.5 µM), inactives show at the top dose activity change, negative = inhibition, actives largely listed as inhibitors; further: on the % scale 0 is the no-effect control and ±100 the full control effect
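hKGA; 45 mM KH2PO4 pH 8.2 + 0.02% Tween-20; cpd via pin tool; 1 mM Gln soln; GluOx/HRP/Amplex Red; RT 30 min; fluor. t0 & final.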
Tb PGK inh = blocks T. brucei phosphoglycerate kinase; actives 0.043% (n = 380,000); Potency, µM (highest dose often 57.5 µM), for the others: top-dose activity change, negative = inhibition, usual class: inhibitors; P07378; PGK/GAPDH coupled, Kinase-Glo luminescence, 60 min; AID 602233; further: on the % scale 0 is the no-effect control and ±100 the full control effect; nearly all actives have a fitted effect of over 60% in size
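Recombinant glycosomal PGK reaction used 1,3-bisphosphoglycerate generated in-well by GAPDH (100nM final) in 100mM TEA pH 7.6, 5mM MgCl2, 0.01% Tween-20. After 60 minutes at room temperature, ATP was read by Kinase-Glo Plus luminescence end-point.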
Numbers without * were called inactive; i = inactive; ? = inconclusive; nt = no result given; [ ] = remark or other dose. Unless noted, the call rests on the fitted dose curve; in most records, active means well fitted curve in the direction sought with a large enough effect; inconclusive means small, poorly fitted or top-dose-only effect, or another doubt; inactive means no such curve, though single readings can be large; an effect the other way counts as inactive or inconclusive. Potency means the concentration at half of the fitted maximal effect. An excerpt (hit frequency here may not be typical).

# | smiles | TrxR1 inh | RGS4 inh | HP1b chromo inh | Pin1 inh | ERG Ets-DNA blk | JMJD2A Tudor | ALOX12 inh | GLS inh | Tb PGK inh
1 | N#CCOc1ccccc1/C=N/n1nnnc1N | 16%[57.1 µM] | 0% | 33% | -1% | -3% | -6% | -4% | -13% | i
2 | Cn1nc(-c2ccncc2)nc2c(=O)n(C)c(=O)nc1-2 | 20µM* | 0% | 29%[57 µM] | nt | nt | 2%[57.1 µM] | nt | nt | nt
3 | CCc1nn(C(C)C(=O)N2CCN(Cc3ccccc3)CC2)c(=O)c2cc3occc3n12 (configuration not stated) | -14% | ? | 55%[activator] | -18% | 1% | -15% | -19% | 2% | i
4 | Cc1ccccc1C(=O)NC1CC2CCCC(C1)N2Cc1ccc(Cl)cc1 (configuration not stated) | 6% | 6% | 46%[activator] | 2% | -11% | 0% | 5% | 2% | -2%
5 | COc1cccc(C(=O)C2CCCN(Cc3cccn3-c3ccccn3)C2)c1 (configuration not stated) | 29%[57.1 µM] | -1% | -3% | -4% | ? | -28% | -7% | -10% | -2%
6 | Nc1[nH][nH]c(=O)c1N=Nc1ccccc1 | 2%[57.1 µM] | 38% | 0% | 1% | 0% | -21% | ? | ? | -1%
7 | COc1ccc(-n2c(=O)c3sc4ccccc4c3n(Cc3ccccc3)c2=O)cc1 | 5% | -1% | 16% | -3% | 0% | -21% | 5% | -1% | -3%
8 | CCN(Cc1ccccc1)C(c1cccs1)c1nnnn1C1CCCCC1 (configuration not stated) | 22%[57.1 µM] | -15% | 59%[activator] | -4% | -2% | 24% | 14% | -9% | -5%
9 | COc1ccc(C(=O)COC(=O)C2CCCN2C(=O)C23CC4CC(CC(C4)C2)C3)cc1 (configuration not stated) | 30% | 21%[11.4 µM] | 53%[activator] | 0% | 4% | -13% | -8% | -1% | i
10 | COc1ccc(Cl)c(Cn2c(NCCN)nc3c2c(=O)n(C)c(=O)n3C)c1 | 31% | 1% | 6% | 7% | 4% | -15% | 1% | 1% | -8%
11 | Cc1cc([N+](=O)[O-])nn1CCCC(=O)NC1CCCCC1 | 7% | 7% | 34% | 4% | -2% | -3% | 5% | -25% | -1%
12 | Cc1ccc(CNC(=O)c2c(C)cc(=O)oc2C)cc1 | 10% | -22% | 22% | 1% | -4% | -11% | 25% | 1% | -8%
13 | CSc1ccc(C(=S)N2CCN(C)CC2)cc1 | 18% | ? | -15% | -6% | nt | -18% | -7% | 18% | 0%
14 | CSc1nc(-c2ccc(Cl)cc2)nn1C(=O)c1ccccc1 | -15% | -11% | 101%[activator] | 0% | ? | 25% | -11% | -5% | i
15 | COc1cc(OC)cc(C(=O)NCCc2csc3nc(-c4ccccc4F)nn23)c1 | 7%[57.1 µM] | -6% | 15%[57 µM] | -2% | -4% | -18% | -19% | 7% | -7%
16 | Cc1nn(-c2ccccc2)c2c1C1(C(=O)N3c4c(cccc41)C(C)CC3(C)C)C(C#N)=C(N)O2 (configuration not stated) | 0% | -42% | -25% | -5% | -13% | ? | 7% | 5% | -11%
17 | CCOc1ccc2c(c1)C(c1cccs1)=NNC(c1cccnc1)=N2 | 17%[57.1 µM] | -11% | -19% | -1% | -9% | ? | 2% | -4% | -5%
18 | COc1ccccc1CCNC(=O)C(=O)NCC1OCCN1C(=O)c1ccc(Cl)cc1 (configuration not stated) | 9% | 11% | 22% | -1% | -9% | -5% | i | 11% | 0%
19 | COc1ccc(C2=NS(=O)(=O)N(C)C(C(=O)N3CCOCC3)=C2)cc1 | 9%[57.1 µM] | -18% | 17% | -7% | 4% | -24% | 19% | -4% | -4%
20 | Nn1c(C2CCC2)nc2ccccc2c1=O | -15% | -6%[56.9 µM] | 61%[activator] | -8% | 11% | 0% | 4% | -13% | i
21 | COc1ccc2c(c1)O[C@@H](c1cccc(C(F)(F)F)c1)[C@H](OC(=O)Nc1ccc(OC(F)F)cc1)C2=O | 16%[57.1 µM] | 0% | 25% | 5% | 5% | -11% | nt | 1% | -1%
22 | C=CCNc1nnc(SCC(=O)N2CCC(C(N)=O)CC2)s1 | 2% | 10% | 12% | 3% | 6% | -16% | 0% | 1% | -13%
23 | Cc1ccnc(NC(=O)CCN2C(=O)c3ccccc3S2(=O)=O)n1 | -8% | -3% | 18% | -13% | 11% | -1% | -4% | -3% | -9%
24 | O=C1CCC(C2CCc3cc(O)ccc3C2)C1 (configuration not stated) | 9%[57.1 µM] | -5% | 34% | -4% | -8% | -8% | -14% | ? | 7%
25 | Cc1cccc2cc(C#N)c(SCC#N)nc12 | -6% | -48% | 10% | 18% | 1% | -32% | -14% | 1% | nt
26 | CCCCCOc1ccc(C(=O)C(c2ccccc2)N2CCOCC2)cc1 (configuration not stated) | -10% | -24% | 69%[activator] | -1% | -1% | -8% | ? | -8% | 6%
27 | Cc1c(C(=O)NCc2cccnc2)sc2nc(-c3ccc(F)cc3)cn12 | 24% | -27% | 54% | -1% | 1% | -11% | 10% | 3% | -4%
28 | COc1ccc(NC(=O)c2cnc3sc(N4CCOCC4)nn3c2=O)c(OC)c1 | 27%[57.1 µM] | 3% | 19% | ? | -2% | -8% | -14% | -2% | -7%
29 | CSc1sccc1/C=N/NC(=O)c1ccncc1 | 0% | -6% | 10% | 7% | -3% | -35% | 0% | 0% | nt
30 | CN(C)CCCNc1cn[nH]c(=O)c1Cl | -1%[57.1 µM] | -21% | 22% | -9% | -4% | 2% | -12% | -3% | -3%
31 | Cc1ccc(NC(=O)CN(C)C(=O)c2cc(S(=O)(=O)N(C)C)ccc2N2CCCC2)cc1 | -5% | 9% | 0% | 4% | -4% | -19% | -11% | -1% | -1%
32 | Cc1ccc(-c2csc(N3CCN(c4cc5c(cc4Cl)nc(-c4ccncc4)n5CCN4CCCCC4)CC3)n2)cc1 | -6% | -17% | -5% | 27% | 18% | ? | ? | -26% | -1%
33 | COC(=O)c1cccc(NC(=O)Cc2ccc(OC)cc2)c1C | 2% | -21% | 27% | -7% | 0% | -3% | 0% | 0% | -10%
34 | CCc1ccc(N(C(=O)c2csnn2)C(C(=O)NC(C)(C)C)c2cccnc2)cc1 (configuration not stated) | -1% | 12% | 20% | 1% | 1% | 4% | -2% | 3% | -4%
35 | CCCOc1ccc(C(=O)Nc2ccc(S(=O)(=O)Nc3cc(C)nc(C)n3)cc2)cc1 | 0% | 3% | 42%[activator] | 7% | -6% | -15% | 4% | -1% | i
36 | CCOc1ccc(NC(=O)[C@@H](c2ccccc2)N2Cc3ccccc3C2=O)cc1 | 14% | -23% | 27% | -1% | 3% | -28% | -11% | 3% | -1%
37 | Cc1nc2ccn(Cc3ccco3)c(=O)c2cc1C(=O)NCc1ccccc1 | 17%[57.1 µM] | -29% | 23% | -4% | 0% | -19% | -23% | 6% | -7%
38 | CC(C)CN(C(=O)COC(=O)c1cnc(Cl)c(Cl)c1)c1c(N)n(Cc2ccccc2)c(=O)[nH]c1=O | 11% | -26% | 18% | 14% | -3% | -5% | -2% | -2% | -1%
39 | CN1CCN(c2ccc(Cl)cc2NC(=O)/C=C/c2cccc(F)c2)CC1 | 17% | -20% | 13% | 2% | 11% | -28% | -6% | -12% | -9%
40 | COc1ccc(C(=O)COC(=O)CNC(=O)c2cccs2)cc1Br | 9% | 32% | 15% | -1% | -6% | -10% | -1% | 1% | 4%
41 | O=c1c2c3c(sc2ncn1/N=C/c1ccncc1)CCCC3 | 17%[57.1 µM] | -15% | -14% | -1% | -5% | ? | -3% | 3% | -5%
42 | Cc1onc(-c2ccccc2)c1C(=O)NCCCc1ccccc1 | 15% | 13% | 44%[activator] | 0% | -15% | 5% | 239%[activator] | -3% | -3%
43 | COc1ccc(-c2csc3nc(-c4cccnc4)nc(N4CCC(C(N)=O)CC4)c23)cc1OC | -13% | -41% | 4% | 8% | 2% | -29% | ? | 23% | 3%
44 | CC(C)C(=O)Nc1cccc(C(=O)Nc2cc([N+](=O)[O-])ccc2Cl)c1 | 26% | 20% | 15% | 0% | -13% | -7% | -6% | 0% | -1%

In another format: 5 of the compounds above.
Each structure is followed by: TrxR1 inh | RGS4 inh | HP1b chromo inh | Pin1 inh | ERG Ets-DNA blk | JMJD2A Tudor | ALOX12 inh | GLS inh | Tb PGK inh
28: COc1ccc(NC(=O)c2cnc3sc(N4CCOCC4)nn3c2=O)c(OC)c1
  27%[57.1 µM] | 3% | 19% | ? | -2% | -8% | -14% | -2% | -7%
29: CSc1sccc1/C=N/NC(=O)c1ccncc1
  0% | -6% | 10% | 7% | -3% | -35% | 0% | 0% | nt
31: Cc1ccc(NC(=O)CN(C)C(=O)c2cc(S(=O)(=O)N(C)C)ccc2N2CCCC2)cc1
  -5% | 9% | 0% | 4% | -4% | -19% | -11% | -1% | -1%
30: CN(C)CCCNc1cn[nH]c(=O)c1Cl
  -1%[57.1 µM] | -21% | 22% | -9% | -4% | 2% | -12% | -3% | -3%
43: COc1ccc(-c2csc3nc(-c4cccnc4)nc(N4CCC(C(N)=O)CC4)c23)cc1OC
  -13% | -41% | 4% | 8% | 2% | -29% | ? | 23% | 3%
